Screening results (PubChem)
MgcRacGAP inhibition – MgcRacGAP GTPase-activating activity inhibitors, confirmation, biochemical, ADP Hunter fluorescence. MgcRacGAP-stimulated Rac1 GTP hydrolysis, ADP Hunter fluorescence; higher % means a stronger effect; GST-tagged Rac1 F28L mutant substrate. inhibition, % at 30 µM, or IC50 in µM where a hit was titrated. 340,000 tested, 0.6% active. AID 624330;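 active = first-screen hits whose inhibition reached a set limit at any dose in the follow-up dose series; inconclusive = inhibition above the set first-screen limit but never retested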;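 note: fluorescence reports GDP produced by GAP-driven GTP hydrolysis; strong numbers were not always called active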
Large T inhibition – SV40 large T antigen inhibitors, biochemical (AID 1903); SV40 large T antigen ATPase/helicase inhibition assay; higher % means a stronger effect; one-dose inhibition, % at 20 µM; IC50 in µM for titrated hits; 310,000 tested, 0.39% active; in the data active = a potency from the dose series; inconclusive = inhibition mostly from about 32% at the one dose, without a potency; inactive = the rest, 99 in 100 with inhibition below about 32%; note: strong numbers were not always called active
UTI89 phage lysis – inhibition of K1F phage lysis, E. coli UTI89, bacterial capsule biogenesis inhibitors, alamar blue (AID 488966); E. coli UTI89 K1F phage lysis, alamar blue, 2 h; higher % means a stronger effect; inhibition, % at 100 µM, or IC50 in µM where a hit was titrated; 340,000 tested, 0.02% active;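 active = phage lysis inhibition, versus mean bacterial control, above a set limit; inconclusive = no clear call, values can overlap the other calls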;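 note: capsule biogenesis inhibitors block K1F phage lysis so surviving cells raise fluorescence; higher fluorescence means more inhibition of phage lysis; actives were called in the ten point dose series up to 300 µM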
T cell modulator – T cell immune modulation candidate | calls only at 7 µM | AID 2052 | 330,000 tested, 0.068% active | 2C CD8+ T cell-vesicle binding, flow cytometry; active compounds read low;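 active = response, share of CD8 T cells binding vesicles, and their 90th percentile fluorescence all below set limits, cut at about 80% in these data, passing the limit was not always enough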
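Material: murine 2C transgenic CD8+ T lymphocytes / Also added: QL9-peptide-loaded Drosophila micro-vesicles bearing Ld, ICAM-1 and B7-1 / Schedule: binding step 1.5 h, 37 °C, antibody labelling 20 min, ice / Signal: flow cytometry, PE anti-B7-1 (FL2) versus Alexa647 anti-CD8 (FL8), PFA-fixed / Evaluation: percent CD8+ FL2 mean versus row control / Benchmarks: naked versus QL9-loaded vesicles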
NTR1 agonist – agonists of NTR1, primary screen, imaging, U2OS cells, beta-arrestin-GFP, high content (AID 493036) | P30989 | NTR1-U2OS beta-arrestin-GFP spot imaging, agonist mode | 330,000 tested, 0.17% active | activation, % at 20 µM;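 active = activation at or above 40% of the spot to cytoplasm intensity ratio, with at least 20 cells analyzed; inconclusive = wells under 20 cells, flagged as cytotoxic or low count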;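 note: 0% = DMSO without peptide and 100% = 100 nM NTR1 peptide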
Target sequence (P30989 whole entry, looked up): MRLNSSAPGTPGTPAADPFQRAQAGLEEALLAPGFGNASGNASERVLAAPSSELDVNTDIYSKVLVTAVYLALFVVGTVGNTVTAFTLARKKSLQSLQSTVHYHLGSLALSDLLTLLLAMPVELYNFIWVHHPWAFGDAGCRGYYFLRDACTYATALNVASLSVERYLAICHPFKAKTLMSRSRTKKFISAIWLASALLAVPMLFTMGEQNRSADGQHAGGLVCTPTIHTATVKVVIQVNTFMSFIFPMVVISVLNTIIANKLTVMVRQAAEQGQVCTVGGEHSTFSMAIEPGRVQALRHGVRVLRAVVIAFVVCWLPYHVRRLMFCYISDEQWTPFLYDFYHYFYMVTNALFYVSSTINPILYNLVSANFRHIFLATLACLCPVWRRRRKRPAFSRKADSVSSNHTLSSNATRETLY
RSV CPE inhibition – RSV antiviral activity via CPE protection, HEp-2 cells, primary 10 µM value included (AID 2391). HEp-2 cells, RSV-induced CPE inhibition; higher % means a stronger effect. CPE inhibition, % at 10 µM; hits with a dose series show IC50 in µM. 310,000 tested, 0.13% active; in the data active = a potency from the dose series; inconclusive = CPE inhibition mostly from about 23% at the one dose, without a potency; inactive = the rest, 99 in 100 with CPE inhibition below about 21%; note: strong numbers were not always called active
Salmonella PhoP GFP – PhoP-dependent GFP reporter repression – Salmonella Typhimurium, primary screen (AID 1863) | one-dose inhibition, % at 50 µM; IC50 in µM for titrated hits | S. Typhimurium PhoP-regulated promoter GFP reporter, 4 h; higher % means a stronger effect | 300,000 tested, 0.16% active;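 active = inhibition over 29.93%, a cutoff 3 SD above the screen mean, later confirmed by dose response; inconclusive = inhibition over 29.93% but no dose response follow-up; inactive = inhibition at most 29.93% or unconfirmed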;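 note: 0% = low Mg2+ inducing control and 100% = high Mg2+ repressing control; strong numbers were not always called active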
Dengue-2 NS5 capping – flavivirus cap methylation enzyme inhibition – biochemical, confirmation dose response, primary screen (AID 588689) | Dengue-2 NS5 methyltransferase capping enzyme assay, biochemical; higher % means a stronger effect | one-dose inhibition, % at 25 µM; IC50 in µM for titrated hits | 340,000 tested, 0.3% active; in the data active = a potency from the dose series; inconclusive = inhibition above about 29% without an active follow-up result
West Nile antiviral – inhibition of WNV-induced cytopathic effect – cell-based, CPE readout (AID 1621) | West Nile virus-infected cells, CPE inhibition; higher % means a stronger effect | one-dose CPE inhibition, % at 10 µM; IC50 in µM for titrated hits | 290,000 tested, 0.02% active; in the data active = a potency from the dose series; inconclusive = CPE inhibition mostly from about 3.7% at the one dose, without a potency; inactive = the rest, 99 in 100 with CPE inhibition below about 2.2%; note: strong numbers were not always called active
T cell modulator vesicle-bound % – further read-out of T cell modulator, marked with its call; double positive events, %; measured here: CD8+ vesicle-bound cell fraction;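 binding gate set so that unloaded-vesicle control wells show 10% double positive cells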
NTR1 agonist cell count 20 µM – further read-out of NTR1 agonist, marked with its call; cell count; measured here: cell count, cytotoxicity flag
Dengue-2 NS5 capping pilot replicate – second read-out of Dengue-2 NS5 capping, no call of its own (marks repeat the call); inhibition, %; measured here: pilot screen replicate inhibition
Active calls of the source: *; i = inactive; ? = inconclusive; · = no result given; [ ] = another dose, or the depositor's remark.

SMILES	MgcRacGAP inhibition	Large T inhibition	UTI89 phage lysis	T cell modulator	T cell modulator vesicle-bound %	NTR1 agonist	NTR1 agonist cell count 20 µM	RSV CPE inhibition	Salmonella PhoP GFP	Dengue-2 NS5 capping	West Nile antiviral	others
C=CCN(CC=C)C(=O)C[n+]1ccc(C(N)=O)cc1	-9%	7%	-1.5%	i	52	-1.0	37	1.1%	-7%	8%	0.1%
CC1=C(C)C(OCCBr)N(c2cc(O)c(Cl)cc2F)C1=O (stereo not given)	14%	17%	-0.3%	i	19	1.0	53	-0.2%	-10%	2%	-0.4%
O=C(NCC(c1ccco1)N1CCN(c2ccccc2)CC1)c1cccs1 (stereo not given)	-5%	19%	0.2%[50 µM]	i	51	0.7	63	2.5%	5%	-5%	·
Cn1c(CCN2CCN(c3ccccn3)CC2)nc2cc(NS(=O)(=O)c3ccc(Cl)cc3)ccc21	10%	7%	0.5%	i	14	1.5	68	4.5%	0%	-19%	1.2%
O=C(CCCn1c(=O)c2sccc2n(Cc2ccc(F)cc2)c1=O)NCc1ccco1	3%	-9%	4.5%	i	16	1.7	57	-0.4%	-8%	-9%	1.0%
CCC(=O)NC(=S)NNC(=O)c1ccccc1[N+](=O)[O-]	10%	19%	0.3%	i	14	0.6	40	1.1%	4%	4%	-0.5%
CCN(C[C@H]1N[C@@](C)(C(=O)OC)[C@H]2C(=O)N(C)C(=O)[C@@H]12)C(=O)C1CCCCC1	1%	·	1.9%	i	4	-0.4	44	·	·	-5%	·	Dengue-2 NS5 capping pilot replicate=-3.0
NC(=O)Cn1ccc(O)c(Cc2ccc(Cl)cc2Cl)c1=O	9%	13%	0.0%	i	20	-1.0	52	6.0%	25%	0%	0.1%
O=C(Nc1ccc(O)c2c(=O)cc(-c3ccccc3Cl)oc12)c1ccc(Cl)cc1Cl	3%	5%	0.1%	i	11	1.6	53	4.7%	-4%	0%	?
O=C(NC1CCCCC1)C(c1ccc(O)cc1)N(C(=O)c1cnccn1)c1cccc(F)c1 (stereo not given)	6%	12%	-0.8%	i	42	0.1	50	2.9%	-10%	-4%	-0.1%
Cc1onc(-c2c(Cl)cccc2Cl)c1C(=O)Nc1ccc2c(c1)OCCO2	7%	19%	3.1%	i	53	1.6	61	0.7%	-1%	0%	-0.1%
CCCCCC(C)n1[nH]c(=O)c2c(C)cc(C)nc21 (stereo not given)	8%	11%	-1.5%	i	32	-3.9	58	3.1%	8%	-3%	0.0%
CCC(C(=O)NC(C)(C)C)N(C(=O)Cn1nnc(-c2ccccc2F)n1)c1cnc2ccccc2c1 (stereo not given)	4%	10%	0.2%	i	28	3.1	36	-0.3%	7%	0%	-1.0%
CC(C)CC(=O)NC(NC(=S)Nc1sc2c(c1C#N)CCCC2)C(Cl)(Cl)Cl (stereo not given)	9%	17%	-0.2%	i	44	3.9	85	18%	-10%	0%	-1.5%
CCOC(=O)C1C(C#N)=C(N)OC(C)=C1c1ccncc1 (stereo not given)	-5%	1%	0.2%	i	28	-1.0	42	2.5%	-22%	?	0.1%
COc1ccc(N2CCCn3c2nc2c3c(=O)n(Cc3ccccc3)c(=O)n2C)c(OC)c1	4%	3%	0.1%	i	54	1.0	49	0.7%	8%	-2%	0.3%
N#CCN1CCN(CC(=O)Nc2ccc(OCc3ccccc3)cc2)CC1	7%	2%	0.0%	i	38	-1.5	79	0.7%	8%	-3%	-0.5%
CN(C(=O)COC(=O)CNC(=O)CNC(=O)c1ccc(Cl)cc1Cl)c1ccccc1	0%	78%	0.3%	i	4	0.3	40	2.9%	-4%	-6%	0.6%
NNC(=O)c1ccc(N2CCc3ccccc32)c([N+](=O)[O-])c1	19%	5%	0.2%	i	47	0.0	48	4.6%	5%	4%	-0.8%
COc1cc(C2CC(=O)NC3=C2C(=O)CC(C)(C)C3)ccc1O (stereo not given)	5%	3%	11%	·	·	·	·	·	5%	-5%	1.2%
O=C(NC1CCCCC1)c1ccc(CNc2nc(=S)[nH]c3ccccc23)cc1	10%	18%	0.1%	i	35	5.5	70	5.4%	-4%	2%	-1.2%
COc1ccc(S(=O)(=O)Oc2ccc3c(c2)O/C(=C\c2cccnc2)C3=O)cc1	1%	1%	0.3%	i	56	43*	61*	11%	-3%	1%	-0.9%
COc1ccc(NC(=O)c2cc(SC)ccc2Cl)cc1	13%	1%	0.9%[50 µM]	i	36	1.7	69	6.5%	-3%	-1%	-0.6%
CC(=O)Nc1ccc(C(=O)N2CCN(S(=O)(=O)c3ccc4c(c3)OCCCO4)CC2)cc1	-3%	·	0.2%[50 µM]	i	37	-2.2	63	2.4%	·	-12%	·
CC1(C)CNC(=O)C=C(c2ccccc2)C1	6%	1%	1.9%	i	11	-0.7	38	3.8%	5%	2%	0.4%
Cc1ncn(-c2ccc(C(=O)Oc3ccccc3)cn2)n1	7%	28%	0.1%	i	58	-1.0	80	1.1%	2%	-1%	-0.1%
O=C(COc1ccc(Br)cc1)N1CCCCCC1	3%	·	0.1%	i	36	0.9	54	0.5%	·	-3%	-0.6%
CC1CCc2sc3c(c2C1)c(=O)n(CC(=O)O)c(=O)n3Cc1ccc(Cl)cc1 (stereo not given)	·	11%	-0.2%	i	59	0.2	52	2.6%	-4%	15%	0.6%
O=C(c1ccc2oc(CCCc3ccccc3)nc2c1)N1CCCCC1CO (stereo not given)	5%	15%	-0.2%	i	25	1.3	42	2.0%	-5%	-5%	-0.7%
O=C(Cn1nnc(-c2ccccc2)n1)NCc1ccc2c(c1)OCO2	14%	2%	0.3%	i	53	-0.1	57	1.1%	7%	·	0.2%

A draw from above in order of molecular weight, rising:
SMILES	MgcRacGAP inhibition	Large T inhibition	UTI89 phage lysis	T cell modulator	T cell modulator vesicle-bound %	NTR1 agonist	NTR1 agonist cell count 20 µM	RSV CPE inhibition	Salmonella PhoP GFP	Dengue-2 NS5 capping	West Nile antiviral	others
COc1cc(C2CC(=O)NC3=C2C(=O)CC(C)(C)C3)ccc1O (stereo not given)	5%	3%	11%	·	·	·	·	·	5%	-5%	1.2%
O=C(c1ccc2oc(CCCc3ccccc3)nc2c1)N1CCCCC1CO (stereo not given)	5%	15%	-0.2%	i	25	1.3	42	2.0%	-5%	-5%	-0.7%
Cn1c(CCN2CCN(c3ccccn3)CC2)nc2cc(NS(=O)(=O)c3ccc(Cl)cc3)ccc21	10%	7%	0.5%	i	14	1.5	68	4.5%	0%	-19%	1.2%

10 compounds already listed, arranged by heavy-atom count, highest first:
SMILES	MgcRacGAP inhibition	Large T inhibition	UTI89 phage lysis	T cell modulator	T cell modulator vesicle-bound %	NTR1 agonist	NTR1 agonist cell count 20 µM	RSV CPE inhibition	Salmonella PhoP GFP	Dengue-2 NS5 capping	West Nile antiviral	others
Cn1c(CCN2CCN(c3ccccn3)CC2)nc2cc(NS(=O)(=O)c3ccc(Cl)cc3)ccc21	10%	7%	0.5%	i	14	1.5	68	4.5%	0%	-19%	1.2%
COc1ccc(N2CCCn3c2nc2c3c(=O)n(Cc3ccccc3)c(=O)n2C)c(OC)c1	4%	3%	0.1%	i	54	1.0	49	0.7%	8%	-2%	0.3%
COc1ccc(S(=O)(=O)Oc2ccc3c(c2)O/C(=C\c2cccnc2)C3=O)cc1	1%	1%	0.3%	i	56	43*	61*	11%	-3%	1%	-0.9%
CCN(C[C@H]1N[C@@](C)(C(=O)OC)[C@H]2C(=O)N(C)C(=O)[C@@H]12)C(=O)C1CCCCC1	1%	·	1.9%	i	4	-0.4	44	·	·	-5%	·	Dengue-2 NS5 capping pilot replicate=-3.0
O=C(NCC(c1ccco1)N1CCN(c2ccccc2)CC1)c1cccs1 (stereo not given)	-5%	19%	0.2%[50 µM]	i	51	0.7	63	2.5%	5%	-5%	·
COc1cc(C2CC(=O)NC3=C2C(=O)CC(C)(C)C3)ccc1O (stereo not given)	5%	3%	11%	·	·	·	·	·	5%	-5%	1.2%
NC(=O)Cn1ccc(O)c(Cc2ccc(Cl)cc2Cl)c1=O	9%	13%	0.0%	i	20	-1.0	52	6.0%	25%	0%	0.1%
COc1ccc(NC(=O)c2cc(SC)ccc2Cl)cc1	13%	1%	0.9%[50 µM]	i	36	1.7	69	6.5%	-3%	-1%	-0.6%
CCCCCC(C)n1[nH]c(=O)c2c(C)cc(C)nc21 (stereo not given)	8%	11%	-1.5%	i	32	-3.9	58	3.1%	8%	-3%	0.0%
CC1(C)CNC(=O)C=C(c2ccccc2)C1	6%	1%	1.9%	i	11	-0.7	38	3.8%	5%	2%	0.4%

(cont.)
SMILES	MgcRacGAP inhibition	Large T inhibition	UTI89 phage lysis	T cell modulator	T cell modulator vesicle-bound %	NTR1 agonist	NTR1 agonist cell count 20 µM	RSV CPE inhibition	Salmonella PhoP GFP	Dengue-2 NS5 capping	West Nile antiviral	others
CC(C)(C)c1csc(NC(=O)CSC2=NCCS2)n1	5%	-11%	-0.2%	i	7	1.7	40	0.0%	7%	-12%	-0.4%
N/C(=N\OC(=O)COc1ccc2ccccc2c1Br)c1cccnc1	·	7%	·	i	8	2.3	48	7.2%	1%	·	-0.8%
Cc1ccccc1-n1c(C)nnc1SCC(=O)NCC1CCCO1 (stereo not given)	3%	5%	3.1%	i	12	1.4	55	0.1%	-1%	-1%	0.3%
Cc1nc(Cl)c2oc3ccccc3c2n1	2%	-1%	1.4%	i	10	15	61	0.0%	1%	0%	1.2%
Cc1nn2c(N3CCCC3)cc(C(C)C)nc2c1-c1ccccc1	9%	-4%	0.1%	i	10	8.6	95	18%	17%	-6%	-0.4%
C=CCC(CC=C)(NC(=O)c1ccccc1C)c1ccccc1	-8%	14%	-0.4%	i	34	-1.3	51	1.2%	0%	-11%	1.0%
CCOC(=O)N1CCC(N2Cc3cccc(C(=O)NCc4ccc(C)cc4)c3C2=O)CC1	4%	6%	-2.7%	i	26	4.4	65	2.0%	7%	-6%	-0.2%
